SUMO HTRF inh: inhibitors of in vitro SUMOylation cascade, primary screen, biochemical, HTRF, uHTS; inhibition, % at 35 µM; HTRF SUMOylation assay, SAE1/SAE2 + UBC9; actives 0.36% (n = 290,000); SUMO-conjugating enzyme UBC9 (Homo sapiens), P63279; in the data active means inhibition above about 50%, passing the limit was not always enough; further: strong numbers were not always called active
HCV NS3 hel inh: inhibitors of HCV NS3 helicase, primary screen, biochemical, Cy5 molecular beacon fluorescence; inhibition, % at 10.9 µM; actives 0.56% (n = 290,000); AID 1800, 2009; NS3 helicase DNA unwinding;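 active means inhibition above the mean of all tested compounds plus 3 SD, set per campaign, cut at about 35% in these data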;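 further: 0% = DMSO wells and 100% = thioflavine S control wells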
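Material: hepatitis C virus NS3 helicase domain fragment enzyme; measured by: Cy5 fluorescence, 0 and 60 min reads; control set: DMSO and thioflavine S; incubation: 60 min unwinding reaction at 25 °C after ATP addition; read-out basis: % inhibition from 60/0 min fluorescence ratio, DMSO 0%, thioflavine S 100%; repeats: singlicate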
IMP-1 inhibitor: IMP-1 metallo-beta-lactamase inhibitors, primary screen, biochemical, epi-absorbance readout, Pseudomonas aeruginosa enzyme | AID 1556, 2009 | inhibition, % at 5.6 µM | purified IMP-1, nitrocefin hydrolysis, epi-absorbance fluorescence | actives 0.45% (n = 290,000) | metallo-beta-lactamase IMP-1 (Pseudomonas aeruginosa);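 active means inhibition above the mean plus 3 SD of all compounds in the same screening run, cut at about 4.5% in these data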;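 further: 0% = IMP-1 with DMSO and 100% = DMSO wells lacking enzyme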
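assay system = purified recombinant IMP-1 metallo-beta-lactamase enzyme | schedule = 15 min preincubation plus 25 min reaction at 25 °C | signal = Epi-absorbance fluorescence, 480 nm excitation, 530 nm emission | read-out basis = percent inhibition from optical density relative to buffer-blank wells | controls = IMP-1 with DMSO as 0%, enzyme-free DMSO as 100%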
IDE act: human IDE activators in live cells, primary screen, fluorescence polarization, HEK cells, FAbeta-B substrate; Insulin-degrading enzyme (Homo sapiens), P14735; FAbeta-B cleavage; 0% vehicle, 100% cell-free pure enzyme wells; activation, % at 5.96 µM; actives 0.073% (n = 340,000); AID 493087, 2011;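 active means activation above the mean of all tested compounds plus 3 SD, set per screening campaign, cut at about 17% in these data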
MEKK3 PB1 HTS: modulators of MEKK3-MEK5 PB1 binding, primary screen, biochemical, wildtype MEKK3, multiplex bead flow cytometry, Alexa488-MEK5; Mitogen-activated protein kinase kinase kinase 3 (Homo sapiens), Q99759; bead-based flow cytometry, Alexa488-MEK5 binding to MEKK3; actives lie on both sides; 0 = blocked by unlabeled MEK5, 100 = vehicle; binding response (% of control), % at 10 µM; actives 1.4% (n = 290,000); AID 1529, 2009;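 active means binding response more than 3 SD above or below the average of its plate-row segment, actives on both sides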;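 further: Alexa488 bead fluorescence after subtracting the streptavidin-only scavenger bead signal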
PHOSPHO1 block: PubChem AID 1565 | actives 1.1% (n = 290,000) | inhibition, % at 13.3 µM | Phosphoethanolamine/phosphocholine phosphatase (Homo sapiens), Q8TCT1 | recombinant PHOSPHO1, absorbance phosphatase assay; in the data active means inhibition above about 60%
DNA FID counter: compounds displacing fluorescent DNA intercalator, primary screen, artefact control for HCV NS3 helicase inhibitor project, biochemical, FID fluorescence; DNA fluorescent intercalator displacement; AID 1845, 2009; inhibition, % at 7.9 µM; actives 0.17% (n = 290,000); in the data active means inhibition above about 37%;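 further: 0% = vehicle and 100% = reference compound; higher means more ethidium bromide displaced from hairpin DNA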
VIM-2 inhibitor: VIM-2 metallo-beta-lactamase inhibitors, primary screen, biochemical, epi-absorbance readout, Pseudomonas aeruginosa enzyme | actives 0.89% (n = 290,000) | inhibition, % at 5.6 µM | purified VIM-2, nitrocefin hydrolysis, epi-absorbance fluorescence;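 active means inhibition above the mean of all tested compounds plus 3 SD, cutoff set per screening run, cut at about 7.5% in these data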;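 further: red hydrolysis product quenches plate fluorescence so inhibitors raise well fluorescence; 0% = enzyme with DMSO and 100% = DMSO without enzyme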
pCIP destab: p/CIP-EGFP fusion destabilizers, primary screen, fluorescence, F442A cells; Q05BA5; 16 h; decrease of EGFP signal, % at 10 µM; actives 0.01% (n = 290,000);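 active means EGFP signal decrease of at least 30% at 10 µM or well 3 SD below plate mean, unless failing retest; inactive means the rest, including hits failing retest or dose response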; further: some compounds called inactive have numbers as strong as hits; many of its hits are not listed in these tables
Target sequence (Q05BA5 1-1403): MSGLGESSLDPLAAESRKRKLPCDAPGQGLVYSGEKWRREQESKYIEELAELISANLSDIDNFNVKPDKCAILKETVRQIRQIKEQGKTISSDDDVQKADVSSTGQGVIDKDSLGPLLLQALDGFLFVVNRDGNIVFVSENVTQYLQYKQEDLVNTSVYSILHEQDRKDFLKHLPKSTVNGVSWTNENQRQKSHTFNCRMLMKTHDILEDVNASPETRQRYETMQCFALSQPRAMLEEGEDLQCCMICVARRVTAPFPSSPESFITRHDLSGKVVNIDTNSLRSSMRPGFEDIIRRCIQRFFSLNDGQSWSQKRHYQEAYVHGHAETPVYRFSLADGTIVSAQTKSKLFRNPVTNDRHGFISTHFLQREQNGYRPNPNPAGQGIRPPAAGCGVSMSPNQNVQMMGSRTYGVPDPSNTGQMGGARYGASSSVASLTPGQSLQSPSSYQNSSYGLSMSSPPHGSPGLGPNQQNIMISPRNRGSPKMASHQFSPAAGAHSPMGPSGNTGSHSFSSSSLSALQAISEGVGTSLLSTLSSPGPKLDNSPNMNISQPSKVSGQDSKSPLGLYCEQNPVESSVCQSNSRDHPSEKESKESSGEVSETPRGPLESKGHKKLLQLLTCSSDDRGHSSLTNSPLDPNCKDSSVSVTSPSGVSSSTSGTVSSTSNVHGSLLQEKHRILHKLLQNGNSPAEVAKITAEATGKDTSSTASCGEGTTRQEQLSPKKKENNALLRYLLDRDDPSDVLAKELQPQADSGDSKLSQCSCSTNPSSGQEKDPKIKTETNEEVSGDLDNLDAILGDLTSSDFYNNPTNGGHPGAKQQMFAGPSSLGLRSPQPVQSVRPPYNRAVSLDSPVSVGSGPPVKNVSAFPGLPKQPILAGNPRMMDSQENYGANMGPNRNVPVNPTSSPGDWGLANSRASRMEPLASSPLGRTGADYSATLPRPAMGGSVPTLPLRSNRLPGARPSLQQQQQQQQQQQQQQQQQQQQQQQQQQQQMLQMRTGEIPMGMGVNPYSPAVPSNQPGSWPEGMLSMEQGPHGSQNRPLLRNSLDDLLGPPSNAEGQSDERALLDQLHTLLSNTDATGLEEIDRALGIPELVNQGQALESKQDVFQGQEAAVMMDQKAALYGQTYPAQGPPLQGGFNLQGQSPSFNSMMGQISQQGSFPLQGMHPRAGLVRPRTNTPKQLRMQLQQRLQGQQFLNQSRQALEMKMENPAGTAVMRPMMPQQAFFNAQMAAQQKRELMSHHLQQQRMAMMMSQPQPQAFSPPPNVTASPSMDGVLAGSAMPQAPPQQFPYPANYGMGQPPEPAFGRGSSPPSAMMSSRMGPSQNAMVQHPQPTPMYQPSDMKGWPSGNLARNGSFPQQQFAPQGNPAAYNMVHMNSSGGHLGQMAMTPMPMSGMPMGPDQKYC
* marks the source's active call; other numbers are inactive results; . = no result given; & = joins results of further samples; [ ] = another dose, or the depositor's remark. These rows are one share of the data; count on the stated rates, not on these rows.

SMILES	SUMO HTRF inh	HCV NS3 hel inh	IMP-1 inhibitor	IDE act	MEKK3 PB1 HTS	PHOSPHO1 block	DNA FID counter	VIM-2 inhibitor	pCIP destab
CCOP(=O)(OCC)C(O)c1cccc([N+](=O)[O-])c1 (centres undefined)	2	-2	-1.1	-1	102	30	-4	-2.8	-2
O=c1[nH]c(=S)n(C2CC2)c(O)c1/C=N/Nc1cccc2ccccc12	37	13	2.3	-2	92	-24	3	0.1	-8
CN(C)C1(CNC(=O)Nc2ccc(Cl)c(Cl)c2)CCCCC1	21	-27	-3.2	3	104	23	17	-1.9	-6
O=C(CCNS(=O)(=O)c1ccccc1)Nc1ccc(Cl)cc1C(=O)c1ccccc1	-13	-11	-2.6	3	107	10	-9	-1.5	-4
C[C@]12CCC(=O)C[C@@H]1CC[C@@H]1[C@@H]2CC[C@@]2(C)[C@H]1CC[C@]2(C)O	-5	-4	-0.2	.	101	24	-7	-2.2	-15
CCN1CCC2(CCNC2)C1 (centres undefined)	-18	-5	-3.1	4	98	23	6	1.8	-3
C=CCN1C(=O)/C(=C/c2cc(C)n(-c3cccnc3)c2C)C(=O)NC1=S	17	8	1.0	1	100	7	-15	3.1	-21
O[C@@H]1CCCC[C@H]1N1CCC(c2ccccc2)CC1	-6&9	-10&-1	3.2&-1.7	7	98&99	-8&-20	-3&-1	-2.3&-2.4	-7&-9
CCOc1cc(C2NCc3ccccc3-n3cccc32)ccc1OC (centres undefined)	-18	-24	-1.8	-2	102	25	10	-1.7	1
CCOC(=O)C1(CCc2ccccc2)CCN(C2CCSCC2)CC1	8	-14	-0.2	1	104	32	1	0.6	-2
CC(=NCCC(c1ccccc1)c1ccccc1)c1c(O)n(C)c(=O)n(C)c1=O	-8	-8	0.9	-26	90	-11	-4	-0.4	-5
COc1ccc(CN2C(=O)NC(=O)/C(=C\c3cc(OC)c(OC)c(OC)c3)C2=O)cc1	8	19	2.3	3	100	-8	-32	-1.7	-2
CCOC(=O)C(NC(=O)C(Cc1ccc(N(CCCl)CCCl)cc1)NC(C)=O)C(C)C (centres undefined)	1	3	-3.7	8	103	-29	-9	-2.3	4
CSCCC(N=Cc1c(O)n(-c2ccc(Br)cc2)c(=O)[nH]c1=O)C(=O)OC(C)(C)C (centres undefined)	1	-3	-2.0	-2	105	37	-25	-0.8	-9
O=P(C(Cl)Cl)(N1CCOCC1)N1CCOCC1	7	-5	-2.2	1	103	23	-4	-1.9	-1
COC(=NC1CCCC1)C(O)c1c[nH]c2ccccc12 (centres undefined)	14	4	-5.0	6	110	2	-9	-1.1	-8
Cc1ccc(OP(=O)(Nc2cccc(C)c2)Oc2ccc(C)cc2)cc1	-4	-12	-2.9	5	104	28	-37	-0.6	-4
COc1ccc(OC)c(N2C(=O)/C(=C/c3ccco3)C(=O)NC2=S)c1	94*	44*	1.7	.	85	-11	-1	-2.5	-1
O=C(c1cccc(Cl)c1)C1CCCN(Cc2cccc3cnccc23)C1 (centres undefined)	1	4	-2.4	3	102	24	-4	-0.9	-15
C=CCN1C(=O)/C(=C/c2ccc3c(c2)CCCN3CCC)C(=O)NC1=S	15	6	-2.8	1	89	2	-2	-1.6	-11
O=C1CN=C(c2ccc(Cl)cc2)c2oc3ccccc3c2N1	21	-2	-1.7	.	91	51	-9	-2.6	6
Nc1ccccc1C(=O)OCCOc1ccccc1	-15	-3	-5.1	5	103	-25	-5	-1.5	6
Cc1cccc(-n2c(O)c(/C=N/Nc3nc4c(c(=O)n(C)c(=O)n4C)n3C)c(=O)[nH]c2=S)c1	2	11	-3.8	0	124	-4	-11	-5.6	-12
Cc1cccc(OP(=O)(Nc2cccnc2)Oc2cccc(C)c2)c1	-15	-6	-0.9	1	89	6	-18	-0.1	6
c1ccc(CCNC2CCCCCC2)cc1	-18	-3	-1.1	1	101	32	11	0.0	0
NP(=O)(OCC(F)(F)F)Oc1ccccc1 (centres undefined)	.	0	-1.3	0	97	.	1	0.5	.
C[n+]1c(-c2ccccc2)sc2ccccc21	7	-1	0.3	1	104	-14	-6	0.0	-2
CN1CCCN(C(=O)COc2ccccc2)CC1	-1	12	-0.5	3	98	41	-5	-0.5	-43
CC(=Nc1ccc2c(c1)CCC2)c1c(O)n(-c2ccccc2)c(=O)[nH]c1=O	-8	-6	-3.6	2	103	20	-5	-2.5	2
Cc1cc(C=O)c(C)n1C1CC1	4	6	0.1	-2	104	42	-2	-1.4	-11
CCN(CC)C(=O)c1ccc(NC(=O)COc2ccccc2F)cc1	24	3	-1.3	2	99	28	-14	-2.8	-9
CCCCn1c(=O)c(C(=O)Nc2cccc(C)c2)c(O)c2ccccc21	-8	2	-4.8	1	97	-2	-4	-2.2	-22
C=Cn1ccnc1P(=S)(c1nccn1C=C)c1nccn1C=C	29	9	-5.4	-2	97	18	-16	-0.5	-3
O=P(C(c1c[nH]c2ccccc12)N1CCOCC1)(N1CCOCC1)N1CCOCC1 (centres undefined)	22	-1	-2.3	3	115	28	1	-2.9	-19
O=[N+]([O-])c1ccc(N2CCNCC2)cc1NCc1ccco1	1	-18	-0.4	-1	102	-9	26	4.7	-7
CCN(CC)c1ccc(N=Cc2c(O)n(Cc3ccco3)c(=O)[nH]c2=O)cc1	26	37*	-1.1	-9	97	8	-8	1.1	-1
O=C1NC(=O)C(CCc2ccccn2)(Cc2cccc(Cl)c2Cl)C(=O)N1c1ccc(Br)cc1 (centres undefined)	-12	2	-1.3	3	89	-2	-3	-1.7	1
O=C(O)CN1C(=O)CN=C(c2ccccn2)c2cc(Cl)ccc21	6	3	-3.6	6	97	-40	0	-2.8	8
CC(=NCc1ccco1)c1c(O)n(Cc2ccccc2)c(=O)[nH]c1=O	15	-2	-2.3	1	105	20	-12	-1.0	-11
C=CCn1c(O)c(/C=N/NC(=O)CCCC)c(=O)[nH]c1=S	-4	17	-5.9	5	105	-1	-12	-3.9	9
O=C1NC(=O)N(c2ccc3c(c2)OCO3)C(=O)/C1=C\c1ccsc1	16	3	0.3	.	87	13	-14	-0.8	-4
O=c1[nH]c(=O)n(Cc2ccc(F)cc2)c(O)c1C=NCCCO	-18	13	-2.5	4	99	0	0	-1.1	2
C=C(c1ccccc1)P(=O)(O)O	9	-1	-3.4	-3	97	-5	2	2.0	-6
CCN1CCN(c2cc(N3CCCC3)c([N+](=O)[O-])cc2F)CC1	21	-8	-1.0	3	91	-10	14	0.3	-5
CCN1C(=O)NC(=O)/C(=C\c2cn(CC(=O)N3CCCCC3C)c3ccccc23)C1=O (centres undefined)	7	10	3.6	-3	97	38	-7	5.5	1
Cc1ccc(C2=NCC(=O)Nc3ccc(Br)cc32)cc1	9	1	-1.8	2	103	14	-28	-0.3	-14
O=c1[nH]c(=S)n(-c2ccccc2)c(O)c1C=NCc1ccccn1	4	-5	-3.3	.	94	7	-7	-2.8	-8
S=P(Nn1cnnc1)(c1ccccc1)c1ccccc1	-3	4	-1.8	3	101	11	-6	-2.2	24
CCC(=O)N1c2ccc(S(=O)(=O)CCC(=O)N3CCC4(CC3)OCCO4)cc2CC1C (centres undefined)	-10	6	-4.8	-3	.	-5	-9	-2.2	5
CCOC(=O)C1(CCOc2ccccc2)CCN(Cc2ccccc2OC)CC1	10	-11	1.8	-4	102	24	15	-0.2	-7
CCC12CN3CCN(CC(C3)/C1=N\O)C2	-14	-8	-4.6	3	104	-39	4	-2.2	-5
Cc1c(C(=O)O)cc(-c2ccccc2)n1Cc1ccccc1	8	7	-2.0	5	101	38	-28	-2.7	-2
CCCCn1c(O)c(C(=O)/C=C/c2c[nH]c3ccccc23)c(=O)[nH]c1=O	10	11	-1.5	-6	97	-6	-1	-2.2	-16
O=c1[nH]c(=S)n(-c2ccccc2F)c(O)c1C=NCc1ccco1	19	12	-2.3	-5	96	1	-1	-0.3	-1
CCC(CC)N1CCN(C(=O)Cc2ccccc2)CC1	10	6	-3.2	-5	107	-16	3	-4.7	-8
C=CCN1C(=O)C2(C(C(=O)OCC)=C(N)Oc3ccccc32)c2c1c1ccccc1oc2=O (centres undefined)	3	14	2.6	3	100	16	-30	-4.5	14
CC(C)C(=O)c1cn(Cc2ccccc2C#N)c2ccccc12	-5	-6	-3.4	-1	98	7	-17	-0.8	2
N#CCP(=S)(c1ccccc1)c1ccccc1	-18	-11	-1.6	0	104	-5	-1	2.1	-7
C[N+]1(C)[C@@H]2CC(OC(=O)[C@H](CO)c3ccccc3)C[C@H]1[C@@H]1O[C@@H]12 (some centres undefined)	-9&0	-4&-4	-2.6&-0.2	2&4	95&83	6&28	3&-2	0.0&-2.8	1&-9
O=c1cccc2n1CC1CC2CN(Cc2ccc3c(c2)OCO3)C1 (centres undefined)	15	4	-3.3	0	2.0*[inhibitor]	-1	-14	-2.7	-10

Next section:
SMILES	SUMO HTRF inh	HCV NS3 hel inh	IMP-1 inhibitor	IDE act	MEKK3 PB1 HTS	PHOSPHO1 block	DNA FID counter	VIM-2 inhibitor	pCIP destab
CCOc1ccc2oc(C(=O)NN3C(C)CCCC3C)c(C)c2c1 (centres undefined)	2	-24	0.7	5	86	32	-22	1.2	4
O=c1[nH]c(=S)n(-c2ccc(Cl)cc2)c(O)c1C=Nc1ccc(N2CCOCC2)cc1	37	34	-4.7	5	88	18	-4	-2.1	-13
C=C1C(=O)O[C@H]2[C@H]1[C@H](OC(=O)CC(=O)O[C@@H]1C[C@@H](C)[C@@H]3C=CC(=O)[C@@]3(C)[C@H]3OC(=O)C(=C)[C@H]13)C[C@@H](C)[C@H]1C=CC(=O)[C@]12C	-8	.	.	3	102	40	.	.	-2
Oc1ccc2c3c1OC1C(O)CC[C@@]4(O)[C@@H](C2)N(CC2CCC2)CC[C@]314 (some centres undefined)	-4	-5	0.4	.	70&100	20	-2	-0.7	12

In the list so far, these contain a nitro group on carbon:
SMILES	SUMO HTRF inh	HCV NS3 hel inh	IMP-1 inhibitor	IDE act	MEKK3 PB1 HTS	PHOSPHO1 block	DNA FID counter	VIM-2 inhibitor	pCIP destab
CCOP(=O)(OCC)C(O)c1cccc([N+](=O)[O-])c1 (centres undefined)	2	-2	-1.1	-1	102	30	-4	-2.8	-2
O=[N+]([O-])c1ccc(N2CCNCC2)cc1NCc1ccco1	1	-18	-0.4	-1	102	-9	26	4.7	-7
CCN1CCN(c2cc(N3CCCC3)c([N+](=O)[O-])cc2F)CC1	21	-8	-1.0	3	91	-10	14	0.3	-5
